Assay outcomes deposited in PubChem by National Center for Advancing Translational Sciences (NCATS).
TGFb SMAD3 inh – qHTS for Inhibitors of TGF-b; 410,000 compounds, 1.2% hits; AID 588855, 2011; Potency, µM (top dose mostly 46.1 µM), for the others: at the top dose activity, negative = inhibition, hits mostly inhibitors; HepG2 CAGA-GFP TGF-b/SMAD3 reporter, GFP fluorescence, 18 h; TGF-beta stimulated, 500 pg/mL final; also: potency is read from the fitted curve at half-maximal effect; % is scaled to controls: 0 for no effect and ±100 for the full control effect; nearly all actives have a fitted effect of over 65% in size
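Inhibition was scored as loss of TGF-beta-induced (500 pg/mL final, 18 hours, 37 degrees C) GFP in HEPG2 cells carrying a CAGA-GFP reporter, in DMEM with 1% FBS. Well GFP was summed per cell; Activity was normalised to unstimulated and stimulated DMSO wells, then concentration-response fitting.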
EPAC2 ag – qHTS for Agonist of cAMP-regulated guanine nucleotide exchange factor 4 (EPAC2): primary screen | Potency, µM (titrated, usually from 154 µM), without a hit: at the top dose activation, actives largely listed as activators | EPAC2 activation, biochemical qHTS; response scale: 100% = 6.5 mM cAMP response | Rap guanine nucleotide exchange factor 4 (Homo sapiens), Q8WZA2 | 360,000 compounds, 0.079% hits; also: potency is read from the fitted curve at half-maximal effect; nearly all actives have a fitted effect of over 50% in size
Target sequence (Q8WZA2 whole entry, looked up): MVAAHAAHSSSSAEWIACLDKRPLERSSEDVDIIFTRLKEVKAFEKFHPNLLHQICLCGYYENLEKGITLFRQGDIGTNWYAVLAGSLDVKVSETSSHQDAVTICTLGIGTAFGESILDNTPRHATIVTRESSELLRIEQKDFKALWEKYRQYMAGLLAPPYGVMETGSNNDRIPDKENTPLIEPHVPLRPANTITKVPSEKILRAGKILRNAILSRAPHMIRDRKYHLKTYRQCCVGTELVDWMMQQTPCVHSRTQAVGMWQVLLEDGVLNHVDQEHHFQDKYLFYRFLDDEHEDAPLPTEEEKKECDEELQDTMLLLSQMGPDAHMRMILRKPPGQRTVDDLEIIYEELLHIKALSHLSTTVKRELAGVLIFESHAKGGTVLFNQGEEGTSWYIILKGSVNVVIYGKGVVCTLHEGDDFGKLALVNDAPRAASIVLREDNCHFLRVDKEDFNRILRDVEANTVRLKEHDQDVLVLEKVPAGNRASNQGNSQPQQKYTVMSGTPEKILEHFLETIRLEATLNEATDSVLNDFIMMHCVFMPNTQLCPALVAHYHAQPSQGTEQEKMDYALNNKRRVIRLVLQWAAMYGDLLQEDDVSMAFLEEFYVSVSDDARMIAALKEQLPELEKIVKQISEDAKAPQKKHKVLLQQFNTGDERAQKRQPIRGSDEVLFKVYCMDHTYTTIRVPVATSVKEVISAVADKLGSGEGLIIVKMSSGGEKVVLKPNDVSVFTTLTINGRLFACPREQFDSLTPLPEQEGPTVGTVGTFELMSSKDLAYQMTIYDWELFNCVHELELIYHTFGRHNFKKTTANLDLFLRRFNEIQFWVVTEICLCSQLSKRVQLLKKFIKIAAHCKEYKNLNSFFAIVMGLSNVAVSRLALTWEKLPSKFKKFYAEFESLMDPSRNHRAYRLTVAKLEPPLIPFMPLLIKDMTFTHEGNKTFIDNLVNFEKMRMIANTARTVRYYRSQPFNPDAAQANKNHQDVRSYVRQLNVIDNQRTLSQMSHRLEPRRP
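Guanine nucleotide exchange by EPAC2 is measured as reduced fluorescence of BODIPY-GDP once it is released from 250 nM Rap1B. Plates are read kinetically for 30 min at room temperature; results are scaled to 6.5 mM cAMP.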
EPAC2 antag – qHTS for Antagonist of cAMP-regulated guanine nucleotide exchange factor 2 (EPAC2): primary screen; Rap guanine nucleotide exchange factor 4 (Homo sapiens), Q8WZA2; 360,000 compounds, 0.18% hits; EPAC2 GEF exchange of Rap1B-BODIPY-GDP, fluorescence; Potency, µM (doses to about 114 µM), for inactives: at the top dose activity, negative = inhibition, hits mostly inhibitors; also: potency is read from the fitted curve at half-maximal effect; % is scaled to controls: 0 for no effect and ±100 for the full control effect; nearly all actives have a fitted effect of over 45% in size; many of its hits are not listed in these tables
Nrf2 activator – qHTS of Nrf2 Activators | AID 624171, 2012 | Potency, µM (series often up to 46.1 µM), inactives show top-dose activation, hits mostly activators | AREc32 ARE-luciferase reporter (MCF7-derived line), luminescence, 24 h | 410,000 compounds, 0.31% hits; also: potency is read from the fitted curve at half-maximal effect; % of control where 0% means no effect; nearly all actives have a fitted effect of over 65% in size
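Steps: seed AREc32_Fluc cells (1000/well, 5% FBS OPTI-MEM); incubate overnight at 37 deg C; add 23 nL compound; incubate 24 hr; add Steady-Glo; hold 30 min RT; read luminescence.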
A549 viability – Nrf2 qHTS screen for inhibitors: counterscreen for cytotoxicity | A549 ARE-Fluc cells, CellTiter-Fluor viability, 18-24 h | Potency, µM (highest dose often 46 µM), without a hit: at the highest dose activity change, negative = cytotoxicity, actives largely listed as inhibitors | 390,000 compounds, 0.16% hits | AID 504648, 2011; also: potency is read from the fitted curve at half-maximal effect; % is scaled to controls: 0 for no effect and ±100 for the full control effect
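Cytotoxicity counterscreen: CellTiter-Fluor fluorescence was measured in A549 ARE_Fluc cells after 18-24 h of compound exposure in a concentration series. The subsequent BugLite luminescent read reports ARE-luciferase activity.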
Akt phos inh – HTS Assay for Inhibitors of Akt Phophorylation: Primary Screen; activity change, % for hits at 50 µM; 360,000 compounds, 0.32% hits; Neuro2A IGF-stimulated pAkt S473 HTRF, 20 min; active compounds read low; in the data active = activity change below about -80%; inconclusive = mostly about -51% to -80%; also: % is scaled to controls: 0 for no effect and ±100 for the full control effect
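Neuro2A cells (4,500/well, DMEM with 0.5% FBS) were treated with compound at a single 50 µM final concentration, stimulated with 6 nM IGF for 20 min at 37 °C, and lysed. Phospho-Akt Ser473 was read by HTRF as 665/615 ratio ×10^4.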
Nrf2 block – Nrf2 qHTS screen for inhibitors. Potency, µM (top dose mostly 46 µM), inactives show at the top dose activity change, negative = inhibition, most hits filed as inhibitors. AID 504444, 2011. A549 ARE-Fluc reporter, luciferase luminescence, 18-24 h. 360,000 compounds, 2.1% hits; also: potency is read from the fitted curve at half-maximal effect; % is scaled to controls: 0 for no effect and ±100 for the full control effect; nearly all actives have a fitted effect of over 60% in size
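Nrf2 function is reported as luminescence of an ARE-controlled luciferase in A549 cells. Compounds were tested at several concentrations, and a CellTiter-Fluor read on the same wells flagged cytotoxicity.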
CCT chaperon mod – High-Throughput Screening for Modulators of Cytosolic Chaperonin Activity; purified chaperonin ATPase assay, HTRF ADP detection, 30 min; activity change, % (test concentration not listed), hits read low; 360,000 compounds, 0.3% hits; AID 651819, 2012; in the data active = activity change below about -30%; also: % is scaled to controls: 0 for no effect and ±100 for the full control effect
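ATPase activity: ADP formed was measured by HTRF Transcreener (665/615 nm ratio) after 30 min at 37 deg C with 10 uM ATP. Compounds screened at one 76 uM concentration against 40 or 20 nM TRiC in Tris pH 7.4/KCl/MgCl2/DTT buffer.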
MmCpn inh – Inhibitors of TCP-1 ring complex (TRiC) of Methanococcus maripaludis (MmCpn): qHTS | Chaperonin Mm-Cpn (Methanococcus maripaludis) | purified Mm-Cpn ATPase, ADP Transcreener TR-FRET | Potency, µM (series often up to 76.9 µM), without a hit: top-dose activity, negative = inhibition, most hits filed as inhibitors | 330,000 compounds, 0.031% hits; also: potency is read from the fitted curve at half-maximal effect; % is scaled to controls: 0 for no effect and ±100 for the full control effect; nearly all actives have a fitted effect of over 80% in size
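Reaction buffer contained 30 mM Tris pH 7.4, 100 mM KCl, 5 mM MgCl2 and 1 mM DTT. Mm-CPN (25 nM final) hydrolysed 10 uM ATP over 30 min at 37°C; ADP was read by HTRF.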
Starred values were filed as active, the others as inactive; i = inactive; ? = inconclusive; . = not tested or not shown; & = joins results of further samples. Unless noted, calls follow the shape of the dose curve; as a rule, active = well fitted curve in the direction sought with a large enough effect; inconclusive = small, poorly fitted or top-dose-only effect, or another doubt; inactive = no such curve, though single readings can be large; an effect the other way counts as inactive or inconclusive. A portion of the library; the hit share may differ from the screen's.

SMILES	TGFb SMAD3 inh	EPAC2 ag	EPAC2 antag	Nrf2 activator	A549 viability	Akt phos inh	Nrf2 block	CCT chaperon mod	MmCpn inh
COc1cc(/C=C/C2=NC(=O)C(C)(C)O2)ccc1O	-4%	5%	6%	0.3%	-7%	i	-24%	-2.5	1%
Nc1ccc(-c2cnc3ccccc3n2)cc1	29%	3%	2%	0.0%	-15%	i	?	0.0	.
COc1ccc2c3c(cccc13)OC2=O	2%	9%	-12%	-0.7%	-4%	i	23%	-0.7	0%
CCOC(=O)c1nn(-c2ccc(F)cc2)c(=O)cc1OCC(=O)Nc1ccc(F)c(F)c1	-13%	10%	5%	0.7%	5%	i	11%	2.2	1%
O=C(Cn1cc(S(=O)(=O)Cc2ccc(F)cc2)c2ccccc21)NCc1ccccc1	0%	.	.	-0.1%	8%	.	-9%	.	.
COc1cc(/C=N/NC(=O)Cc2csc(C)n2)ccc1OCC(C)C	27%	-5%	4%	1.0%	8%	i	10%	-1.3	0%
CC(=O)Nc1ccc(S(=O)(=O)Nc2nc3c(s2)CCCC3)cc1	-21%	1%	8%	-0.3%	-8%	i	-4%	1.4	1%
CC(=O)Nc1ccc(S(=O)(=O)N(Cc2ccco2)CC2CCCO2)cc1 (stereo not drawn)	12%	3%	2%	1.6%	-7%	i	5%	-0.4	0%
CCC1=C2CC[C@H]3C(=O)N(c4ccccc4)C(=O)[C@H]3[C@H]2[C@@]2(C)C(=NCC3CC3)OC(=O)N2C1=O	?	-6%	1%	-1.2%	-6%	i	-13%	0.7	2%
CCOc1ccc(/C=N/NC(=O)CC(=O)Nc2ccc(Cl)c(Cl)c2)cc1	-4%	-2%	-1%	-0.3%	9%	i	-2%	0.9	3%
CCc1ccc(CNC(=O)CCn2nc(C)c3c(C)n(-c4ccccc4)nc3c2=O)cc1	-2%&-20%	-8%	-7%	-1.0%&-0.8%	-4%&2%	i	?	0.0	0%
COc1ccccc1C(=O)NC(=O)COC(=O)CCOc1ccc(C)cc1	-7%	8%	-6%	0.3%	-1%	i	?	-4.2	-3%
Cc1ccc(S(=O)(=O)N/N=C/c2cccc(OC3CSC3)c2)cc1	-21%	-5%	-8%	0.1%	0%	i	9%	1.9	1%
OCC1(Cc2ccccc2F)CCCN(CC2CCCCC2)C1 (stereo not drawn)	9%	-6%	-9%	-0.9%	-6%	i	1%	-0.6	1%
CN(CC(=O)NCCc1ccc(S(N)(=O)=O)cc1)CC(=O)Nc1cccc(F)c1	4%	-6%	3%	0.0%	2%	i	10%	-0.2	3%
CC1CCN(C(=O)c2ccc3c(c2)N(Cc2ccccc2F)C(=O)c2ccccc2S3(=O)=O)CC1	?	.	.	-0.7%	-26%	.	-27%	.	.
COc1ccc(NS(=O)(=O)c2cc(NC(=O)CNC(=O)c3ccc(C)s3)ccc2Cl)cc1	1%	17%	4%	4.6%	-17%	i	?	0.8	4%
Cc1cc(C)c2[nH]c(=O)c(=O)[nH]c2c1	-10%	1%	-5%	-0.2%	-5%	i	13%	-0.2	-3%
O=C(Nc1nnc(SCc2ccccc2)s1)C1=COCCO1	?	3%	-4%	-0.1%	7%	i	?	-13	?
Cc1cc(C)c(/C=N/NC(N)=O)c(C)c1/C=N/NC(N)=O	-2%	5%	-1%	0.0%	-6%	i	16%	-1.4	1%
CC1=CCCC(C)(C)C1/C=C/C(C)=N/NC(=O)c1ccncc1 (stereo not drawn)	?	-10%	-16%	-0.2%	-2%	i	?	-5.3	-2%
FC(F)(F)c1cc(C(F)(F)F)c2ccc(Oc3ccccc3)nc2n1	-3%	10%	-17%	-0.3%	-1%	i	9%	-1.2	0%
O=C(COc1ccccc1)Nc1ccc(OC(F)(F)C(F)F)c(NC(=O)COc2ccccc2)c1	-3%	-6%	14%	-0.1%	-11%	.	-15%	1.5	2%
O=C(NCC(c1ccco1)N1CCc2ccccc2C1)c1ccccc1Br (stereo not drawn)	-18%	13%	-18%	-0.7%	3%	i	4%	-2.2	-2%
CCOC(=O)C1=CN(Cc2ccco2)S(=O)(=O)NC1c1cccc(OC)c1 (stereo not drawn)	-17%	1%	3%	4.9%	5%	i	24%	-0.4	-3%
c1csc(-c2ccn[nH]2)c1	6%	3%	-7%	-0.4%	-4%	i	18%	-0.9	-3%
O=C(/C=C/c1ccccc1Cl)N1CCOCC1	-15%	9%	7%	1.0%	-4%	i	6%	0.0	-1%
CCCCn1c(CCNC(=O)CCC)nc2ccccc21	-2%	5%	1%	0.1%	-2%	i	0%	0.7	-1%
O=C(/C=N/NC(=O)c1ccc(Cl)cc1Cl)c1ccccc1	?	-7%	-21%	7.2%	-11%	i	-6%	-0.2	2%
CCOC(=O)c1cnc2cc(Cl)c(OC)cc2c1NCC1CCCO1 (stereo not drawn)	10%	-17%	-2%	-0.7%	-13%	i	-16%	-0.2	0%
CCOC(=O)C1CCN(C(=O)COC(=O)c2ccc([N+](=O)[O-])o2)CC1	18µM*	8%	14%	13%	-8%	i	-13%	0.2	0%
Cc1ccc(C(C)C)c(OCC(=O)N/N=C/C2CCCCC2)c1	?	-14%	-15%	-0.1%	0%	i	1%	0.9	1%
O=C(CNCc1ccco1)Nc1ccc(Oc2ccccc2)cc1	-15%	10%	-15%	4.6%	1%	i	2%	-0.6	-1%
CC(=O)c1ccc(N2CCN(C(=O)CNC(=O)c3ccc(Br)o3)CC2)cc1	1%	11%	16%	-0.2%	.	i	.	1.0	.
O=C(Oc1c(Br)cc(C(=S)N2CCOCC2)cc1Br)c1ccc(Cl)cc1	-13%	6%	-5%	1.7%	-18%	i	-13%	-0.7	0%
COc1cc(C(=O)Nc2cccc(NC(=O)c3cccs3)c2)cc(OC)c1OC	-9%	9%	-2%	-0.8%	-5%	i	-22%	1.1	-3%
CCOC(=O)NC1(NC(C)C)Oc2ccccc2O1	-5%	1%	17%	?	3%	i	34%	-1.2	0%
CCC[n+]1c(C)sc2c3c(ccc21)CCCC3	-36%	2%	-21%	3.0%	?	i	?	1.4	-1%
Cc1nc2ccccc2c2c(N)cccc12	0%	5%	1%	0.2%	2%	i	4%	0.7	.
CCOc1ncccc1C(=O)Nc1ccc2nc(C)sc2c1	-10%	7%	-3%	4.7%	0%	i	1%	-3.8	-20%
O=C(Nc1ccc(Cl)cc1)C(Cl)C(=O)c1ccccc1 (stereo not drawn)	-25%	2%	-3%	?	5%	i	-5%	-2.4	-21%
O=C(c1cc([N+](=O)[O-])cc([N+](=O)[O-])c1)N(c1ccccn1)c1ccccn1	-5%	-11%	0%	-0.1%	-5%	i	?	2.2	-14%
Fc1ccc(Nc2nc3nonc3nc2Nc2cccc(C(F)(F)F)c2)cc1	0.71µM*	.	.	-4.5%	8.2µM*	.	1.5µM*	.	.
COc1ccc(C2=NN(C)C(=NCc3ccccc3)SC2)cc1	16%	15%	-4%	3.0%	18%	i	0%	-1.7	-2%
NS(=O)(=O)c1cccc(NC(=O)CN2CCc3ccccc32)c1	5%	8%	12%	0.2%	2%	i	9%	-0.3	1%
CCCC(=O)Nc1nnc(SCC(=O)N2CCCCC2)s1	13%	1%	1%	0.2%	-6%	i	-6%	1.6	-1%
COc1ccc(C2C(C#N)=C(N)N(c3sc4c(c3C#N)CCCC4)C3=C2C(=O)CC(C)(C)C3)cc1 (stereo not drawn)	-2%	11%	-6%	0.2%	2%	i	-15%	-1.5	0%
O=C(COc1ccc(Br)cc1)N/N=C1/SCC(=O)N1Cc1ccco1	-36%	2%	2%	3.6%	4%	i	1%	-0.9	-1%
COc1cccc(CNCc2ccc(OC)c3ccccc23)c1OC	?	6%	-2%	8.4%	1%	i	-6%	2.2	-1%
COC(=O)c1cc(C(=O)Nc2nc3ccccc3[nH]2)cc([N+](=O)[O-])c1	1%	-2%	-9%	7.0%	-5%	i	1%	-0.4	0%
Cc1ccccc1OCC(=O)Nn1c(COc2ccccc2)nc2ccccc2c1=O	0%	7%	-8%	0.3%	-4%	i	-24%	-0.1	-8%
O=S1(=O)CC(N2CCCCC2)C1CN1CCCCC1 (stereo not drawn)	0%	11%	0%	11%	.	i	.	-4.5	.
COC(=O)c1cc(=O)c2cccc(OC)c2[nH]1	-18%	5%	7%	0.0%	2%	i	19%	-1.5	-6%
COc1ccc(S(=O)(=O)N2CCCC2)cc1C(=O)N1CCCCC1	-25%	0%	-9%	-0.1%	-1%	i	-10%	-1.9	3%
CCN(CC)CCn1c2c(c(SCC(=O)Nc3ccc4c(c3)OCCO4)nc1=O)CCC2	4%	-7%	4%	2.6%	-7%	i	13%	4.2	0%
CC(C)CN1CC(C)C(=O)N(c2ccccc2)C1=S (stereo not drawn)	-4%	10%	-5%	-0.6%	-7%	i	1%	-1.7	.
